Screens: PubChem BioAssay, Broad Institute
TcdB GH inh: inhibitors of Clostridioides difficile toxin B glycohydrolase; TcdB glycohydrolase enzymatic assay, plate reader; inhibition, % at 9.99 µM; 0.24% of 350,000 active; AID 652162; in the data active = inhibition above about 10%
* hit, by the source's call. A portion of the library; rates above refer to the full screens.

SMILES	TcdB GH inh
C[C@@H]1CN([C@H](C)CO)C(=O)c2cc(NC(=O)Nc3ccc(F)cc3)ccc2O[C@H]1CN(C)Cc1ccc(C(F)(F)F)cc1	0.8
COc1ccc(S(=O)(=O)N(C)C[C@@H]2Oc3cc(C#CC4CC4)ccc3S(=O)(=O)N([C@@H](C)CO)C[C@@H]2C)cc1	-2.2
CCCN1[C@@H]2Cn3c(ccc(C4=CCCC4)c3=O)[C@H]1[C@@H](C(=O)NCCOC)[C@@H]2CO	0.7
C[C@H]1CN([C@@H](C)CO)S(=O)(=O)c2ccc(C3=CCCCC3)cc2O[C@H]1CN(C)S(=O)(=O)c1ccc(F)cc1	0.5
C[C@@H]1CN([C@H](C)CO)C(=O)c2cc(NS(=O)(=O)c3cccs3)ccc2O[C@@H](C)CCCCO[C@@H]1CN(C)C	1.0
C[C@H](CO)N1C[C@H](C)[C@H](CN(C)C(=O)Nc2ccccc2)Oc2c(NC(=O)Nc3ccccc3)cccc2C1=O	1.5
CC(C)C#Cc1cnc2c(c1)C(=O)N([C@@H](C)CO)C[C@@H](C)[C@@H](CN(C)C(=O)c1ccc3c(c1)OCO3)O2	-0.6
CCNC(=O)[C@@H]1[C@@H](CO)[C@@H]2Cn3c(cccc3=O)[C@@H]2N1Cc1ccccc1Cl	-2.2
CO[C@@H]1CN(C)C(=O)c2cc(NC(=O)C3CC3)ccc2OC[C@@H](C)N(Cc2cncnc2)C[C@@H]1C	-1.2
C[C@H]1CN([C@@H](C)CO)C(=O)c2cc(C#CCN(C)C)cnc2O[C@@H]1CN(C)C(=O)Cc1cccnc1	0.1
N#C[C@@H]1[C@H](c2ccccc2-c2ccccc2F)[C@@H](CO)N1C(=O)C1CCOCC1	0.0
CN1C(=O)c2cc(NC(=O)c3ccc(F)c(F)c3)ccc2OC[C@H]2O[C@H](CC(=O)N[C@H]3CCN(Cc4ccccc4)C3)CC[C@@H]21	-2.0
C[C@H](CO)N1C[C@H](C)[C@H](CN(C)C)Oc2ccc(NC(=O)CCC(F)(F)F)cc2C1=O	-0.2
C[C@H](CO)N1C[C@H](C)[C@@H](CN(C)C(=O)Nc2ccc(F)cc2)OCCCC[C@H](C)Oc2ccc(NC(=O)Nc3cccc4ccccc34)cc2C1=O	-1.8
COCC(=O)N1CC(=O)N2[C@H](CO)[C@@H](c3ccc(C#CC4CCCC4)cc3)[C@H]2C1	-0.6
Cc1ccc(S(=O)(=O)N(C)C[C@@H]2Oc3ccc(NS(=O)(=O)c4cccs4)cc3CC(=O)N([C@@H](C)CO)C[C@H]2C)cc1	-0.5
C[C@@H]1CN([C@@H](C)CO)C(=O)c2cc(C3=CCCCC3)cnc2O[C@H]1CN(C)S(=O)(=O)c1cn(C)cn1	1.8
C[C@@H]1CCCCO[C@@H](CN(C)S(=O)(=O)c2ccc(F)cc2)[C@H](C)CN([C@H](C)CO)C(=O)c2cc(NC(=O)CCC(F)(F)F)ccc2O1	-17
CN1CCN(C(=O)C[C@@H]2C[C@@H]3c4cc(NS(C)(=O)=O)ccc4O[C@@H]3[C@H](CO)O2)CC1	-0.5
Cc1noc(C)c1NC(=O)N1C[C@H](O)COC[C@@H]2O[C@H](CC(=O)NCC3CCCCC3)CC[C@H]21	-0.2
COc1ccc(S(=O)(=O)Nc2cccc3c2O[C@H](CN(C)S(=O)(=O)c2ccc(F)cc2)[C@@H](C)CN([C@H](C)CO)C3=O)cc1	0.3
C[C@H](CO)N1C[C@H](C)[C@H](CN(C)S(=O)(=O)c2cn(C)cn2)OCCCC[C@H](C)Oc2ccc(NC(=O)CCCN(C)C)cc2C1=O	0.8
C[C@H]1CN([C@@H](C)CO)C(=O)Cc2cc(NC(=O)Cc3ccccc3)ccc2O[C@@H]1CN(C)Cc1ccc2c(c1)OCO2	-0.7
C[C@@H]1CN([C@H](C)CO)C(=O)c2cc(Br)cnc2O[C@H]1CN(C)C(=O)Nc1ccccc1	-1.5
O=C(C[C@@H]1C[C@H]2c3cc(NS(=O)(=O)c4ccccc4)ccc3O[C@H]2[C@@H](CO)O1)NCC1CC1	0.5
COc1ccc(C(=O)N2C[C@@H]3[C@H](c4ccccc42)[C@@H](CO)N3Cc2ccc3c(c2)OCO3)cc1	-0.1
CN(C)C(=O)c1ccc(-c2ccc([C@@H]3[C@@H](CO)N4CCCCN(C(=O)C5CC5)C[C@@H]34)cc2)cc1	1.0
C[C@H]1CN([C@@H](C)CO)C(=O)c2ccccc2-c2ccccc2CO[C@@H]1CN(C)Cc1ccc(F)cc1	0.6
C[C@@H]1CN([C@@H](C)CO)C(=O)c2cc(-c3cccc(F)c3)cnc2O[C@H]1CN(C)C(=O)c1cnccn1	-0.5
Cc1cccc(-c2ccc([C@@H]3[C@H](CO)N4CCCCN(S(=O)(=O)c5cccc(C)c5)C[C@@H]34)cc2)c1	-0.5
O=S(=O)(N[C@@H]1CC[C@H](CCn2cc(-c3cccnc3)nn2)O[C@@H]1CO)c1ccccc1	-0.3
O=C(C[C@H]1CC[C@@H]2[C@H](COC[C@@H](O)CN2Cc2cccc(Cl)c2)O1)N1CCCCC1	0.8
COc1ccc(-c2ccc3c(c2)O[C@H](CN(C)C(=O)Nc2ccccc2F)[C@@H](C)CN([C@@H](C)CO)S3(=O)=O)cc1	1.0
Cc1noc(C)c1NC(=O)N(C)C[C@H]1Oc2ccc(NC(=O)Nc3ccc(F)cc3)cc2C(=O)N([C@@H](C)CO)C[C@H]1C	0.2
O=C(C[C@H]1CC[C@H]2[C@@H](COC[C@H](O)CN2CC2CCCCC2)O1)NCC1CC1	-0.2
O=C(NCC1CC1)[C@@H]1[C@@H](CO)[C@@H]2Cn3c(cccc3=O)[C@H]1N2C(=O)c1ccc(F)cc1	-0.2
CN(C)CC#Cc1ccc([C@@H]2[C@@H](CO)N3CCCCN(C(=O)C4CC4)C[C@H]23)cc1	-1.0
C[C@@H]1CN([C@H](C)CO)C(=O)c2cccc(NC(=O)c3nc4ccccc4s3)c2O[C@@H]1CN(C)S(=O)(=O)c1cccs1	1.0
NCC[C@@H]1CC[C@H](NC(=O)NC2CCCCC2)[C@H](CO)O1	0.7
C[C@@H]1CN([C@@H](C)CO)S(=O)(=O)c2ccc(-c3cncnc3)cc2O[C@H]1CN(C)Cc1cncnc1	0.5
O=C(C[C@H]1CC[C@@H](NC(=O)CN2CCOCC2)[C@H](CO)O1)NCCc1ccncc1	0.5
Cc1ccc(S(=O)(=O)N(C)C[C@@H]2Oc3c(NC(=O)Nc4ccc(C(F)(F)F)cc4)cccc3C(=O)N([C@@H](C)CO)C[C@H]2C)cc1	0.9
COc1ccc2c3c([nH]c2c1)[C@H](CO)N(C(=O)CC1CC1)CC31CCN(C(=O)CC2CC2)CC1	-1.9
CO[C@@H](C(=O)N(C)C[C@@H]1OCc2ccccc2-c2c(n(C)c3ccccc23)C(=O)N([C@@H](C)CO)C[C@@H]1C)c1ccccc1	0.6
C[C@@H]1CN([C@H](C)CO)C(=O)c2cccc(NS(C)(=O)=O)c2O[C@H]1CN(C)C(=O)NC1CCCCC1	-0.7
Cc1ccccc1S(=O)(=O)N1CC(=O)N2[C@H](C1)[C@H](c1ccc(C#CCC3CCCC3)cc1)[C@@H]2CO	0.5
COc1ccc(CN2C[C@H](C)[C@@H](OC)CN(C)C(=O)c3cc(NC(=O)c4nc5ccccc5s4)ccc3OC[C@@H]2C)cc1	0.4
C[C@H](CO)N1C[C@H](C)[C@@H](CN(C)Cc2ccc(C(F)(F)F)cc2)Oc2ccc(NC(=O)CCCN(C)C)cc2C1=O	-1.0
CC(=O)N1CC2(C1)[C@@H](c1ccccc1)[C@@H](CO)N2C(=O)c1cnccn1	-0.5
Cc1noc(C)c1S(=O)(=O)Nc1ccc2c(c1)C(=O)N([C@@H](C)CO)C[C@H](C)[C@@H](CN(C)S(=O)(=O)c1c(C)noc1C)OCCCC[C@H](C)O2	-5.0
The listing continues.
SMILES	TcdB GH inh
O=C(C[C@H]1C=C[C@@H](NC(=O)Nc2ccc3c(c2)OCO3)[C@@H](CO)O1)NCc1ccc2c(c1)OCO2	1.1
CO[C@@H]1CN(C)C(=O)c2ccc(NC(=O)c3cc(C)on3)cc2OC[C@@H](C)NC[C@H]1C	-2.2
Cc1ccc(OC(=O)N(C)C[C@@H]2OCc3ccccc3-c3ccccc3C(=O)N([C@@H](C)CO)C[C@H]2C)cc1	0.3
CC(C)C#Cc1ccc([C@@H]2[C@H](CO)N3CCCCN(C(=O)c4ccc(F)cc4)C[C@@H]23)cc1	1.6
C[C@@H]1CN([C@@H](C)CO)C(=O)c2cc(NC(=O)Nc3ccc4c(c3)OCO4)ccc2O[C@@H](C)CCCCO[C@H]1CN(C)CC1CCCCC1	-1.7
CO[C@@H]1CN(C)C(=O)c2cc(NC(=O)C3CC3)ccc2OC[C@H](C)N(CCC(F)(F)F)C[C@@H]1C	-0.4
C[C@@H]1CN([C@@H](C)CO)C(=O)c2cc(C3=CCCCC3)cnc2O[C@H]1CN(C)C(=O)c1ccccc1	0.7
O=C(c1ccc(F)cc1)N1CC(=O)N2[C@H](CO)[C@@H](c3ccc(C#Cc4ccc(F)cc4)cc3)[C@H]2C1	0.2
O=C(O)C[C@@H]1C[C@H]2c3cc(NS(=O)(=O)c4ccc(F)cc4)ccc3O[C@H]2[C@@H](CO)O1	-2.2
O=C(Nc1ccccc1F)N1CC2(C1)[C@H](c1ccccc1)[C@H](CO)N2C(=O)CC1CC1	-0.8

Among those listed so far, 2 have a Cl atom.
SMILES	TcdB GH inh
CCNC(=O)[C@@H]1[C@@H](CO)[C@@H]2Cn3c(cccc3=O)[C@@H]2N1Cc1ccccc1Cl	-2.2
O=C(C[C@H]1CC[C@@H]2[C@H](COC[C@@H](O)CN2Cc2cccc(Cl)c2)O1)N1CCCCC1	0.8

(further entries)
SMILES	TcdB GH inh
C[C@@H]1CN([C@@H](C)CO)C(=O)c2cc(NC(=O)c3ccncc3)ccc2O[C@@H](C)CCCCO[C@H]1CN(C)S(=O)(=O)c1cn(C)cn1	-0.7
CCC(=O)N1C[C@H](O)COC[C@H]2O[C@H](CC(=O)NC)CC[C@@H]21	0.3
O=C(N[C@@H]1CC[C@@H](CCNS(=O)(=O)Cc2ccccc2)O[C@H]1CO)c1ccccc1F	-0.4
O=C(Nc1ccc(F)cc1)N1C[C@@H]2[C@H](c3ccccc31)[C@@H](CO)N2C(=O)c1ccccc1F	-6.6
O=C(Nc1ccccc1Cl)N1C[C@H]2[C@@H](c3ccccc31)[C@H](CO)N2Cc1ccccc1	0.7
COc1ccc(NC(=O)Nc2cccc3c2O[C@H](CN(C)Cc2ccc(Oc4ccccc4)cc2)[C@@H](C)CN([C@H](C)CO)C3=O)cc1	-0.3
CCC(=O)N1C[C@@H](C)[C@H](OC)CN(C)C(=O)c2ccc(NC(=O)C3CCCCC3)cc2OC[C@H]1C	0.9
COc1ccc(NC(=O)N(C)C[C@H]2Oc3ccc(NC(=O)Nc4ccc(F)cc4)cc3C(=O)N([C@@H](C)CO)C[C@H]2C)cc1	-0.1
CC=Cc1ccc2n(c1=O)C[C@@H]1[C@@H](CO)[C@H](C(=O)N(C)C)[C@H]2N1C(=O)c1ccccc1 (mixture of isomers)	0.3
Cc1ccc(S(=O)(=O)N(C)C[C@H]2Oc3ccc(NS(=O)(=O)c4c(C)noc4C)cc3CC(=O)N([C@H](C)CO)C[C@H]2C)cc1	0.1

A second format for six compounds above:
| molecule | TcdB GH inh |
| --- | --- |
| O=C(N[C@@H]1CC[C@@H](CCNS(=O)(=O)Cc2ccccc2)O[C@H]1CO)c1ccccc1F | -0.4 |
| O=C(Nc1ccccc1Cl)N1C[C@H]2[C@@H](c3ccccc31)[C@H](CO)N2Cc1ccccc1 | 0.7 |
| CO[C@@H]1CN(C)C(=O)c2ccc(NC(=O)c3cc(C)on3)cc2OC[C@@H](C)NC[C@H]1C | -2.2 |
| COc1ccc(CN2C[C@H](C)[C@@H](OC)CN(C)C(=O)c3cc(NC(=O)c4nc5ccccc5s4)ccc3OC[C@@H]2C)cc1 | 0.4 |
| C[C@H](CO)N1C[C@H](C)[C@@H](CN(C)Cc2ccc(C(F)(F)F)cc2)Oc2ccc(NC(=O)CCCN(C)C)cc2C1=O | -1.0 |
| CO[C@@H]1CN(C)C(=O)c2cc(NC(=O)C3CC3)ccc2OC[C@H](C)N(CCC(F)(F)F)C[C@@H]1C | -0.4 |

The list continues:
SMILES	TcdB GH inh
COc1ccc2c3c(n(C)c2c1)[C@@H](CO)N(C(=O)c1ccncc1)CC31CCN(S(C)(=O)=O)CC1	-0.1
COCC(=O)N1C[C@H](C)[C@@H](OC)CN(C)C(=O)c2ccc(NC(=O)C3CCC3)cc2OC[C@H]1C	0.6
CC(C)NC(=O)Nc1ccc2c(c1)C(=O)N([C@H](C)CO)C[C@@H](C)[C@@H](CN(C)Cc1ccc(C(=O)Nc3ccccc3N)cc1)O2	-1.4
CCCNC(=O)N1[C@H](CO)[C@@H](c2ccc(-c3cccc(OC)c3)cc2)[C@@H]1C#N	-0.6
COc1ccc(NC(=O)N(C)C[C@@H]2OCCCC[C@H](C)Oc3ccc(NC(=O)CCCN(C)C)cc3C(=O)N([C@H](C)CO)C[C@H]2C)cc1	0.9
O=C(C[C@H]1C[C@@H]2c3cc(NC(=O)NC4CCCCC4)ccc3O[C@@H]2[C@H](CO)O1)NCC1CC1	0.0
C[C@@H]1CN([C@H](C)CO)C(=O)c2cc(NC(=O)Nc3ccc4c(c3)OCO4)ccc2O[C@H]1CN(C)S(=O)(=O)c1ccc(Cl)cc1	1.0
C[C@@H]1CN([C@H](C)CO)C(=O)c2cc(-c3cccc(C(=O)N(C)C)c3)cnc2O[C@@H]1CN(C)C(=O)Cc1ccccn1	-3.5
CCCNC(=O)Nc1ccc2c(c1)OC[C@@H](C)N(C(=O)C1CCC1)C[C@@H](C)[C@H](OC)CN(C)C2=O	-0.6
COc1ccc(NC(=O)Nc2ccc3c(c2)C(=O)N([C@H](C)CO)C[C@H](C)[C@@H](CN(C)C(=O)Nc2c(C)noc2C)OCCCC[C@H](C)O3)cc1	0.0
COc1ccc(S(=O)(=O)N2CCCCN3[C@@H](CO)[C@H](c4ccc(-c5cccnc5)cc4)[C@@H]3C2)cc1	0.2
